# Screening data from PubChem BioAssay.
# PLC-beta3 inh: human PLC-beta3 inhibitors, primary screen, biochemical, fluorescence; actives 0.18% (n = 370,000); 1-phosphatidylinositol 4,5-bisphosphate phosphodiesterase beta-3 (Homo sapiens), Q01970; inhibition, % at 12.2 µM; Purified PLC-beta3, fluorogenic substrate; in the data active = inhibition above about 11%;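 also: 0% = median of compound wells on plate and 100% = full blocker control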
# KLK7 zymogen act: proKLK7 zymogen activators, primary screen, biochemical, fluorescence intensity; Kallikrein-7 (Homo sapiens), P49862; purified proKLK7, EDANS-DABCYL substrate fluorescence; 100% is mature enzyme control, 0% vehicle; activation, % at 7 µM; actives 0.9% (n = 370,000); AID 652039, 2013;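 active = activation above the mean of all tested compounds plus 3 SD, computed per campaign excluding outliers beyond control limits, cut at about 13% in these data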
# Target sequence (P49862 whole entry, looked up): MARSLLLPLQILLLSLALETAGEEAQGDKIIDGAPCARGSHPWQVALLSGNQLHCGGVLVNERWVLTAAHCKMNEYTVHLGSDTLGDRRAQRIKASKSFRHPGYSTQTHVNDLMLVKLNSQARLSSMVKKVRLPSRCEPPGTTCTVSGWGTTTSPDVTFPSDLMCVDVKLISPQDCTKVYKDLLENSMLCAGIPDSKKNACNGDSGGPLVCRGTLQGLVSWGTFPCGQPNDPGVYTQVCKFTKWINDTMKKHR
# PLCg1 inh: PLC-gamma1 enzyme inhibitors, primary screen, biochemical, fluorescence, purified enzyme | 1-phosphatidylinositol 4,5-bisphosphate phosphodiesterase gamma-1 (Homo sapiens), P19174 | fluorogenic substrate | inhibition, % at 12.2 µM | actives 0.84% (n = 370,000) | AID 720700, 2013; in the data active = inhibition above about 9.5%
# Tn7 DDE FP: inhibitors of Tn7 peptide binding to fibrin DD(E), primary screen, biochemical, fluorescence polarization, human fibrin, Tn7 probe; FP displacement of FITC-Tn7 peptide from fibrin DD(E); 0% = median of compound wells per plate; inhibition, % at 8.3 µM; actives 0.13% (n = 370,000); AID 720508, 2013;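 active = inhibition above the mean of compounds falling within the control limits plus 3 SD of them, cut at about 14% in these data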;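 also: 0% = plate median of compound wells and 100% = 10 µM Aha-Tn7 peptide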
#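 system = human fibrin DD(E) protein | quantity = DD(E) 2 µM final | medium = Tris/NaCl/CaCl2 buffer, pH 7.8 | also added = labelled Tn7 tracer, 0.1 µM | compound dosing = single point at 8.3 µM | timing = compound with protein 10 min, then 3 h after probe, room temperature | signal = FP measurement | benchmarks = Aha-Tn7 high control | repeats = one replicate per compound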
# ARFGAP1 inhibitor: inhibitors of rat ARFGAP1 GAP activity, primary screen, biochemical, fluorescence polarization, GDP tracer; ADP-ribosylation factor GTPase-activating protein 1 (Rattus norvegicus), Q62848; Arfgap1-stimulated ARF1 GTP hydrolysis, GDP FP detection; inhibition, % at 16.5 µM; actives 0.26% (n = 360,000);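 active = inhibition above a per-plate limit, mean inhibition of low control wells plus 3 SD, cut at about 25% in these data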;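 also: 0% = DMSO wells with enzyme and 100% = wells lacking Arfgap1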
# Target sequence (Q62848 1-136 limits assumed): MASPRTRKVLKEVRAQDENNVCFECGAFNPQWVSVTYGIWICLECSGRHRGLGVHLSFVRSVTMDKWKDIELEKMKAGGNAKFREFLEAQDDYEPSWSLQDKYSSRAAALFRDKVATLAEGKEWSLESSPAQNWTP
#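 material = rat Arfgap1 catalytic domain, aa 1-136 | also added = human ARF1(Δ1-17)-GTP substrate | compound dosing = one concentration, 16.5 µM, DMSO 1.26% | times = GTP hydrolysis reaction 2 h at 25 °C | measured by = FP, GDP Alexa 633 tracer displaced from anti-GDP antibody, 620/688 nm | evaluation = percent inhibition of Arfgap1-stimulated GTP hydrolysis | replication = single well per compound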
# sPLA2-III inh: human group III sPLA2 inhibitors, primary screen, biochemical, QFRET, BODIPY PC-A2 liposome substrate; actives 0.56% (n = 370,000); Group 3 secretory phospholipase A2 (Homo sapiens), Q9NZ20; inhibition, % at 12.2 µM; QFRET BODIPY PC-A2 liposome hydrolysis, fluorescence; AID 743126, 2013;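 active = inhibition above mean plus 3 SD of compounds lying within the high and low control bounds, cut at about 19% in these data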;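 also: 0% = median of test compound wells and 100% = no enzyme DMSO wells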
# Target sequence (Q9NZ20 whole entry, looked up): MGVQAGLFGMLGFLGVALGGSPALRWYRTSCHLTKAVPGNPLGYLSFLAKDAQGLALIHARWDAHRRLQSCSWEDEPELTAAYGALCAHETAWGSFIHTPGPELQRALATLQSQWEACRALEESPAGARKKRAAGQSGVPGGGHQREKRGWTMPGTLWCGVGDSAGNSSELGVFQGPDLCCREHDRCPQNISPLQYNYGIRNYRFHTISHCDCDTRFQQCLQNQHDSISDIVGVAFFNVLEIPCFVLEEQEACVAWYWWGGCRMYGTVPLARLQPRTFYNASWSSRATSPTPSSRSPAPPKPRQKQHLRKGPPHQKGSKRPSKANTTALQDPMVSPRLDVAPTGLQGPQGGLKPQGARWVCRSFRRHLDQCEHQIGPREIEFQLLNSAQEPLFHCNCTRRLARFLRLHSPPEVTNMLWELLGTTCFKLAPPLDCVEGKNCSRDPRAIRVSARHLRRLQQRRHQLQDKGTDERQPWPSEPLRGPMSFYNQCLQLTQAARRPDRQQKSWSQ
# NR1D1 modulator: modulators of Rev-erb alpha DNA binding, primary screen, biochemical, FITC-DNA, fluorescence polarization, uHTS; Rev-erbα–FITC-DNA binding, 90 min; activity, % at 10 µM; actives 0.79% (n = 370,000);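 active = activity above about 14%, limit read from the data; passing the limit was not always enough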;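 also: 0% = DMSO wells with 35 nM protein and 100% = DMSO wells with 750 nM protein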
# ASAP1 GAP inh: inhibitors of human ASAP1 ArfGAP activity, primary screen, biochemical, fluorescence polarization; inhibition, % at 16.5 µM; actives 0.19% (n = 360,000); Arf-GAP with SH3 domain, ANK repeat and PH domain-containing protein 1 (Homo sapiens), …; AID 624377, 2012; ASAP1-stimulated ARF1 GTP hydrolysis, GDP FP detection; in the data active = inhibition above about 25%;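 also: 0% = vehicle with enzyme and substrate and 100% = no enzyme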
# DDE Tn6 FP inh: inhibitors of Tn6 peptide binding to fibrin DD(E), primary screen, biochemical, fluorescence polarization, human fibrin, Tn6 probe; Fibrinogen beta chain (Homo sapiens), P02675; Fibrin DD(E) TRITC-Tn6 fluorescence polarization displacement; inhibition, % at 8.3 µM; actives 0.21% (n = 370,000);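 active = inhibition above a per-campaign cutoff: mean of compounds within control limits plus 3 SD, cut at about 15% in these data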;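 also: 0% = median of all compound wells on the plate and 100% = blocking peptide control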
# UHRF1 binding: UHRF1 methylated DNA binding inhibitors, primary screen, counter-screen for MBD2 inhibitor project, biochemical, TR-FRET, human UHRF1, single concentration; E3 ubiquitin-protein ligase UHRF1 (Homo sapiens), Q96T88; actives 0.75% (n = 370,000); UHRF1 binding to methylated oligo; inhibition, % at 4.4 µM; in the data active = inhibition above about 21%;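 also: UHRF1 SRA domain binding a hemimethylated CpG hairpin DNA probe; 0% = median of test compound wells and 100% = reference inhibitor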
# Active calls of the source: *; i = inactive; . = no result given.
item	Structure	PLC-beta3 inh	PLCg1 inh	DDE Tn6 FP inh	sPLA2-III inh	ARFGAP1 inhibitor	KLK7 zymogen act	ASAP1 GAP inh	UHRF1 binding	NR1D1 modulator	Tn7 DDE FP
1	C/C(=N\NC(=O)Cn1cc([N+](=O)[O-])cn1)c1ccc(O)cc1	-5	2	8	0	2	0.0	6	-2	-3	-2
2	C=CCn1c(=O)c(C(=O)OCC)c(O)c2ccccc21	-2	-3	5	-1	-13	-0.9	0	2	1	1
3	CCOC1=NC(C(=O)O)c2ccccc2/C(=C(/C)Cl)N1 (configuration not stated)	4	1	6	7	-3	-0.1	-8	1	-3	7
4	CC(C)C[C@H](NC(=O)c1[nH]cnc1C(=O)N[C@@H](Cc1ccccc1)C(=O)OCc1ccccc1)C(=O)OCc1ccccc1	9	7	-8	-8	8	0.1	8	-2	-6	5
5	O=C(/C=C/c1ccc(O)c(O)c1)OCCc1ccccc1	-251	-187	-3	-10	1	-2.1	7	0	2	0
6	O=C(NCCc1ccccc1)c1nccc2ccccc12	1	2	4	4	11	0.5	-5	-6	-1	2
7	C=CCN(CC=C)C(=S)NC(=O)/C=C/c1ccc(OC)cc1	2	0	0	12	-8	1.1	-5	-1	-3	3
8	Cc1ccc(S(=O)(=O)Nc2ccc(-n3cnnn3)cc2)cc1	-6	-1	-1	-8	1	0.1	0	-1	5	-1
9	Cc1ccc(Cn2cc(CN3[C@@H](CC(C)C)COc4ccc(Cl)cc4S3(=O)=O)nn2)cc1	2	2	3	0	.	0.9	.	-3	-2	1
10	CC1CCCC(NC(=O)CN(C)CC(=O)Nc2ccc(F)cc2)C1C (configuration not stated)	2	-1	-3	-7	10	-0.3	14	-1	0	-3
11	Cc1ccc(C(=O)N/C(=C\c2ccc(C(C)C)cc2)C(=O)NCCCN2CCOCC2)cc1	3	1	2	-11	3	0.6	-2	-2	3	-7
12	CCN(CC)c1ccc(/C=N/NC(=S)NCc2ccccc2)cc1	-93	-76	-4	9	8	-8.2	-1	-4	4	2
13	O=C(c1nnc(-c2ccccc2)o1)C1CC1	-6	2	2	2	8	-0.7	-11	-1	3	-2
14	Cc1cccc(NC(=S)NCCN2CCOCC2)c1C	0	3	-1	6	7	0.2	0	-1	-4	-3
15	O=C(CSc1n[nH]c(=O)[nH]c1=O)N/N=C/c1ccccc1	1	4	-8	3	4	0.3	1	1	7	-2
16	CC1CN(CCCCOc2ccc(C(C)C)cc2)CC(C)O1 (configuration not stated)	6	3	-5	-1	-2	-0.1	0	1	2	-5
17	CC(C)NC(=O)c1cnn2c1NC(c1cccs1)CC2C(F)(F)F (configuration not stated)	-2	-4	5	-7	-5	-0.6	3	-3	3	4
18	COc1ccc(CCC(=O)OCC(=O)N(CC(C)C)c2c(N)n(Cc3ccccc3)c(=O)[nH]c2=O)cc1	-8	1	-2	15	9	0.4	2	4	5	-1
19	CC(=O)Nc1ccc2nsnc2c1	-140	-94	3	1	-9	3.4	0	-1	8	2
20	Cc1ccc(S(=O)(=O)N2CCN(C(=O)COC(=O)C3CCC3)CC2)cc1	-5	1	18*	3	-5	-0.2	-5	-2	4	3

# Reprinted from the part before: 7 entries, followed by the next part.
item	Structure	PLC-beta3 inh	PLCg1 inh	DDE Tn6 FP inh	sPLA2-III inh	ARFGAP1 inhibitor	KLK7 zymogen act	ASAP1 GAP inh	UHRF1 binding	NR1D1 modulator	Tn7 DDE FP
14	Cc1cccc(NC(=S)NCCN2CCOCC2)c1C	0	3	-1	6	7	0.2	0	-1	-4	-3
15	O=C(CSc1n[nH]c(=O)[nH]c1=O)N/N=C/c1ccccc1	1	4	-8	3	4	0.3	1	1	7	-2
16	CC1CN(CCCCOc2ccc(C(C)C)cc2)CC(C)O1 (configuration not stated)	6	3	-5	-1	-2	-0.1	0	1	2	-5
17	CC(C)NC(=O)c1cnn2c1NC(c1cccs1)CC2C(F)(F)F (configuration not stated)	-2	-4	5	-7	-5	-0.6	3	-3	3	4
18	COc1ccc(CCC(=O)OCC(=O)N(CC(C)C)c2c(N)n(Cc3ccccc3)c(=O)[nH]c2=O)cc1	-8	1	-2	15	9	0.4	2	4	5	-1
19	CC(=O)Nc1ccc2nsnc2c1	-140	-94	3	1	-9	3.4	0	-1	8	2
20	Cc1ccc(S(=O)(=O)N2CCN(C(=O)COC(=O)C3CCC3)CC2)cc1	-5	1	18*	3	-5	-0.2	-5	-2	4	3
21	COCCCN1C(=O)C(CC(=O)NCCc2ccccn2)CC(C(=O)N2CCCCCC2)=C1C (configuration not stated)	0	3	-3	1	2	0.3	12	2	-4	0
22	COc1ccc(NC(=O)CN2CCN(CC(=O)Nc3ccccc3Cl)CC2)c(OC)c1	3	0	-9	-4	3	0.3	8	0	3	-8
23	COCCn1c(C)cc(C(=O)COC(=O)c2ccc3c(c2)NC(=O)CS3)c1C	-2	-3	-2	-6	-6	0.8	-1	-4	1	-1
24	COc1cc(/C=C2\C(=N)N3N=C(C(C)C)SC3=NC2=O)ccc1OCCOc1ccc(NC(C)=O)cc1	-20	-12	-5	-17	1	0.4	2	2	-8	1
25	COc1ccc(N(C)C(=O)c2oc(=O)c3ccccc3c2-c2ccccc2)c(OC)c1	-7	5	-1	0	0	0.1	-8	-1	1	-9
26	COc1ccccc1-n1cc(C(=O)NCC(=O)N2CCN(c3ccccn3)CC2)c2ccccc2c1=O	-2	1	9	2	9	-0.4	1	1	-3	2
27	Cc1occc1C(=O)N/N=C/c1ccc(Cl)c([N+](=O)[O-])c1	2	1	-5	3	11	0.2	-2	-2	4	-2
28	COc1ccc(OC)c(/C=C/C(=O)Nc2cccc(S(=O)(=O)NC3=NCCCCC3)c2)c1	i	i	2	-25	11	-57	2	-2	-7	0
29	CC1(C(=O)Nc2cccc(Oc3ccccc3)c2)CCN1Cc1cccc2c1OCO2 (configuration not stated)	-3	1	2	11	-20	-0.3	13	1	4	12
30	CC(O)CNC(=O)Cc1cc(=O)[nH]c(=O)[nH]1 (configuration not stated)	-6	3	-1	-3	1	0.4	9	3	-3	-11
31	CC(C)CN(C(=O)COC(=O)/C=C/c1cccs1)c1c(N)n(Cc2ccccc2)c(=O)[nH]c1=O	-1	6	-1	8	8	-0.1	-12	0	1	0
32	CC(C)(CO)NS(=O)(=O)c1ccc2c(c1)C(=NO)c1cc(S(=O)(=O)NC(C)(C)CO)ccc1-2	-101	-72	-11	-46	8	7.3	4	-3	-3	6
33	COCCCNC(=O)C[C@H]1C[C@H](C(=O)N(C(C)C)C(C)C)[C@@]2(C)c3[nH]c4cc(-c5ccco5)ccc4c3CCN2C1=O	i	i	-4	-13	-1	137*	7	0	-3	-4
34	CCOC(=O)C1CCCN(C(=O)/C(=C/c2ccco2)NC(=O)c2ccccc2)C1 (configuration not stated)	-20	-10	2	-6	8	-0.2	7	-3	0	-7
35	CN1C(=O)[C@H]2[C@@H](/C=C/c3ccccc3)N3C(=O)CN(Cc4ccccn4)C(=O)[C@@]3(Cc3ccccc3)[C@H]2C1=O	-2	3	-3	6	-4	-0.3	1	1	1	-6
36	Nc1nc(CSc2nnnn2-c2ccc(Cl)cc2)nc(N2CCOCC2)n1	3	1	-9	1	1	-0.2	-7	3	-2	6
37	CC(C)(C)c1ccc(-c2nnc(NC(=O)c3ccccc3)s2)cc1	0	1	-2	6	8	0.1	11	-1	21	1
38	O=C(N=C1N=C2C=CC=CN2Cc2ccccc21)c1ccc(S(=O)(=O)N2CCOCC2)cc1	4	5	7	5	-7	-0.3	15	-4	5	-10
39	O=C(Cn1nnc(-c2ccc(F)cc2)n1)OCC(=O)c1ccccc1	-16	-7	2	-6	-5	0.5	2	1	-11	-4
40	C[C@H](CO)N1C[C@H](C)[C@@H](CN(C)C(=O)Nc2ccc(C(F)(F)F)cc2)Oc2ccc(NS(=O)(=O)c3cccs3)cc2C1=O	-2	1	1	-19	13	0.3	5	-3	1	2
41	COc1ccccc1NS(=O)(=O)c1cc(NC(=O)C(C)(C)C)ccc1N1CCOCC1	3	4	-2	-1	5	0.4	-9	4	4	5
42	C[C@@H]1CN([C@@H](C)CO)C(=O)c2cc(NS(C)(=O)=O)ccc2O[C@@H](C)CCCCO[C@H]1CN(C)Cc1ccc2c(c1)OCO2	1	0	2	-11	12	-0.3	-3	1	-4	-3
43	Cc1cc(C)cc(NC(=O)c2ccc3c(c2)CCN3S(C)(=O)=O)c1	-4	6	-11	-2	-8	0.4	-8	1	-4	1
44	COc1ccc(Nc2c(-c3ccc(OC)cc3)nc3cnccn23)cc1	-42	-30	5	-1	5	0.4	9	1	2	3
45	CCOc1ccc(C(=S)NC2CCCCC2)cc1	4	5	4	11	-9	-0.3	7	-3	1	5
46	C=CCN(CC=C)Cc1cc(=O)oc2ccc3ccccc3c12	-55	-37	-1	0	0	-3.5	-1	-4	-1	-4
47	COc1ccc(CN2CC[C@@H]3CN(C(C)=O)[C@H](c4ccccc4Br)C[C@@H]32)cc1	2	2	4	-1	-6	-0.6	13	2	0	-8
